Source: PubChem BioAssay (several laboratories)
CSN deneddyl inh – inhibitors of CSN-mediated cullin deneddylation, primary screen, biochemical, fluorescence polarization, uHTS; COP9 signalosome complex subunit 5 (Homo sapiens), Q92905; Purified CSN, SCF-Nedd8-OG deneddylation; inhibition, % at 12.5 µM; hit rate 0.38% among 360,000;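 active means pattern-corrected inhibition above about 35%, with an unprinted fluorescence ratio check between 0.5 and 1.5, limit read from the data, passing the limit was not always enough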;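 further: 0% = enzyme with substrate and 100% = substrate without enzyme; some results filed as inactive read as strong as hits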
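Test system: Human Csn5 produced in HEK293T cells | Compound: 12.5 µM single point | Times: 90 min, room temperature | Signal: Fluorescence polarization readout | Read-out basis: % inhibition of substrate cleavage by Csn5 | Controls: no-enzyme wells high, enzyme-with-substrate wells low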
Scp-1 inhibitor – Scp-1 phosphatase inhibitors, primary screen, biochemical, colorimetric, uHTS; inhibition, % at 20 µM; Recombinant Scp1, phosphopeptide, malachite green phosphate absorbance; Carboxy-terminal domain RNA polymerase II polypeptide A small phosphatase 1 (Homo …; hit rate 0.88% among 340,000;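 active means inhibition above about 50% at 20 µM, limit read from the data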;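 further: plate controls were DMSO wells with enzyme for no effect and wells lacking enzyme for full effect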
Target sequence (Q9GZU7 76-261 limits assumed): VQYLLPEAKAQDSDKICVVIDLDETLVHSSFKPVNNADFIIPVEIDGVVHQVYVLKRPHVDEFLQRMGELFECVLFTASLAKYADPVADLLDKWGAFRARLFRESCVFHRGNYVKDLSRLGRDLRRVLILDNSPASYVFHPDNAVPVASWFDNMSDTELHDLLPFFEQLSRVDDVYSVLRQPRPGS
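Material – SCP-1 phosphatase catalytic domain, residues 76-261 · Buffer or medium – Acidic Tris acetate buffer with magnesium and detergent · Also added – Phospho 17-mer peptide substrate · Compound – single 20 µM dose, 1% DMSO · Times – 45 min room-temperature reaction, 5 min colour, 30 min stabiliser · Technique – Phosphate-binding colour reagent, absorbance read at 630 nm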
LMPTP block – LMPTP phosphatase inhibitors, primary screen, biochemical, fluorescence intensity, uHTS. Low molecular weight phosphotyrosine protein phosphatase (Homo sapiens), P24666. recombinant LMPTP-A, OMFP fluorogenic substrate. inhibition, % at 20 µM. hit rate 0.22% among 360,000;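 active means compounds that cut the enzyme signal by at least half of the control window in the single-dose screen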;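 further: plate controls were DMSO wells with enzyme plus substrate for no effect and substrate without enzyme for full effect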
Target sequence (P24666 whole entry, looked up): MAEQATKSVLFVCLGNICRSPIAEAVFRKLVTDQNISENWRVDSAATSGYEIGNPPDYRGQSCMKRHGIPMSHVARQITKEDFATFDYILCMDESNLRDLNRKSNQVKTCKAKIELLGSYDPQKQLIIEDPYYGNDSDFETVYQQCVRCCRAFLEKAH
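Assay system: LMPTP-A phosphatase enzyme | Input: 0.625 nM enzyme | Also added: Fluorogenic phosphatase substrate OMFP at 400 µM final | Compound dosing: One test concentration per compound, 20 µM, with 3% DMSO overall | Schedule: 50 min enzyme reaction at room temperature, protected from light | Signal: Fluorescence intensity | Benchmarks: no-enzyme and uninhibited controls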
DNMT1 block – human DNMT1 methyltransferase inhibitors, primary screen, biochemical, molecular beacon, fluorescence, HinP1I cleavage, uHTS. hit rate 0.83% among 360,000. AID 588458, 2011. DNA (cytosine-5)-methyltransferase 1 (Homo sapiens), P26358. inhibition (reported as % activation of signal), % at 10 µM; in the data active means inhibition above about 50%
Tb MetRS inh – T. brucei MetRS inhibitors, primary screen, biochemical, luminescence. AID 624268, 2012. methionyl-tRNA synthetase (Trypanosoma brucei brucei). hit rate 0.4% among 360,000. inhibition, % at 11.9 µM. purified T. brucei MetRS, ATP depletion, Kinase-Glo luminescence;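 active means inhibition above a per-plate cutoff of the control wells' mean inhibition plus 3 SD, cut at about 5.5% in these data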;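 further: 0% = DMSO wells median and 100% = median of wells with control inhibitor compound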
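Material: T. brucei methionyl-tRNA synthetase, purified; reagent: substrates ATP, L-methionine and bulk Escherichia coli tRNA; dosing: 11.9 µM single point; timing: 15 min plus 2 h at 25 °C; detection: luminescence of leftover ATP; evaluation: % inhibition; control set: DMSO-only wells as low control; replicates: singlicate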
STEP inh – STEP phosphatase inhibitors, primary screen, biochemical, fluorescence intensity, uHTS. recombinant STEP, OMFP fluorogenic substrate. AID 588621, 2011. inhibition, % at 20 µM. Tyrosine-protein phosphatase non-receptor type 5 (Homo sapiens), P54829. hit rate 0.25% among 360,000;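 active means inhibition at 20 µM, scaled per plate between control wells, above about 37%, limit read from the data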;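 further: 0% = DMSO with enzyme and substrate and 100% = substrate only without enzyme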
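Test system: STEP tyrosine phosphatase / Reagent: OMFP at 25 µM / Doses: 20 µM, 1% DMSO / Read-out: percent inhibition scaled to no-enzyme and uninhibited-enzyme controls, plate-pattern corrected / Detection: FITC-channel fluorescence of OMFP product / Medium: Bis-Tris buffer pH 6.0, 2.5 mM DTT, 0.005% Tween 20 / Schedule: 20 min at room temperature, dark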
MLLE-PAM2 inh – inhibitors of PABP1 MLLE–PAM2 peptide binding, primary screen, biochemical, fluorescence polarization, FITC-PAM2, GST-MLLE. hit rate 0.36% among 360,000. inhibition, % at 20 µM; in the data active means inhibition above about 35%, passing the limit was not always enough;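 further: plate controls were DMSO wells with GST-MLLE for no effect and wells lacking GST-MLLE protein for full effect; some results filed as inactive read as strong as hits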
Rpn11 inh – Rpn11 (PSMD14) deubiquitinase inhibitors, primary screen, biochemical, fluorescence polarization, uHTS; 26S proteasome non-ATPase regulatory subunit 14 (Homo sapiens), O00487; human 26S proteasome, Ub4-pepOG fluorescence polarization; 20S core pre-blocked with epoxomicin; calls only at 20 µM; hit rate 0.59% among 360,000; AID 588493, 2011;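 active means inhibition at 20 µM, scaled to each plate's controls, above about 33%, limit read from the data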
Target sequence (O00487 whole entry, looked up): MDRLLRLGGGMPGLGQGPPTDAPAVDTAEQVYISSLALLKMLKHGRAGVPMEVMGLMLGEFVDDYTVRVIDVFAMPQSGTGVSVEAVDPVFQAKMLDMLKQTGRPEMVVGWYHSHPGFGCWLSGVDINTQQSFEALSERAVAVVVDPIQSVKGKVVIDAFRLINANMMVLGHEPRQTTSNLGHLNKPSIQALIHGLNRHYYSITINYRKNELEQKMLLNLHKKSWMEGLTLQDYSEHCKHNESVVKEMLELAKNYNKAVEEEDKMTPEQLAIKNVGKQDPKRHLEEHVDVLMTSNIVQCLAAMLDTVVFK
SUMO1-SIM PPI – modulators of SUMO1 protein-protein interactions, primary screen, biochemical, uHTS. SUMO1 binding to a labelled peptide, TR-FRET, 1 h. hit rate 0.33% among 360,000. inhibition, % at 20 µM; in the data active means inhibition above about 37%
Target sequence (P63165 whole entry, looked up): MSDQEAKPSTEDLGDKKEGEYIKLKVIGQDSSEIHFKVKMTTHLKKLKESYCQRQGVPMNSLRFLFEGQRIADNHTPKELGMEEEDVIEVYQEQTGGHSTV
NadD block – inhibitors of S. aureus NadD, primary screen, biochemical, colorimetric, uHTS; inhibition, % at 20 µM; AID 602399, 2012; purified NadD enzyme, colorimetric absorbance read-out; Nicotinate-nucleotide adenylyltransferase NadD (Staphylococcus aureus N315); hit rate 0.78% among 360,000; in the data active means inhibition above about 26%; further: some compounds past the cut are filed as inactive
An asterisk follows results filed as active; i = inactive; / = no result given.

1	CCOC(=O)c1c(C)[nH]c(C(=O)CSc2nnc(-c3ccncc3)n2CC)c1C
2	CCn1c(=O)c(=O)[nH]c2cc(C(=O)NC(C)c3ccc(S(N)(=O)=O)cc3)ccc21 (stereo not drawn)
3	CCN(CC(=O)Nc1ccc(NC(C)=O)cc1)C(=O)CSc1ncnc2sc(C)c(C)c12
4	NC(=S)NN=Cc1nccc2c(C(F)(F)F)cccc12
5	CCOc1ccc2[nH]c(C(=O)N/N=C/c3ccccc3OC)cc2c1
6	CCN(C[C@H]1N[C@@](C)(C(=O)OC)[C@H]2C(=O)N(C)C(=O)[C@@H]12)S(=O)(=O)c1ccc(OC)cc1
7	CN(C(=O)COC(=O)C12CC3CC(CC(Cl)(C3)C1)C2)c1ccccc1
8	O=C(CNC(=O)c1ccc(F)cc1)c1ccc(Cl)cc1

entry no.	1	2	3	4	5	6	7	8
CSN deneddyl inh	0	3	6	0	3	0	0	0
Scp-1 inhibitor	0	-5	17	/	0	-5	-10	3
LMPTP block	-0.6	-0.3	0.4	-0.5	1.6	-1.7	1.5	0.1
DNMT1 block	4	-1	1	-9	-4	-2	1	2
Tb MetRS inh	-0.8	-0.6	-0.1	-0.1	-1.4	-0.1	0.2	-0.4
STEP inh	-8	-1	8	-1	-1	-4	-1	2
MLLE-PAM2 inh	-11	17	-14	26	9	14	-11	-5
Rpn11 inh	i	i	i	i	i	i	i	i
SUMO1-SIM PPI	0	0	-4	-25	-7	-5	-1	7
NadD block	-1	-6	5	-1	-4	2	-1	-7

9	Cc1nonc1NC(=O)CSc1nc(CCC2CCCC2)nc2ccccc12
10	CCNC(=O)c1cc2c(c(-c3cccc(-c4cc5ccccc5o4)c3)n1)[C@H](CCO)N(C(=O)NC(C)C)C2
11	CC(C)CNC(=O)c1ccccc1NC(=O)c1ccc(CSc2ccccc2)cc1
12	O=C(O)C1CCCN1S(=O)(=O)c1ccc(Br)s1 (stereo not drawn) (tested in a mixture with another compound)
13	CC(C)N=C1CCCC1C(=S)SSC(=S)C1CCCC1=NC(C)C (stereo not drawn)
14	CC(C)(C)C(=O)Nc1ccccc1C(=O)NCc1ccco1
15	Cc1ccn(-c2cc(O)c(-n3ccc(C)n3)cc2O)n1
16	CCOc1ccc(CNC(=O)CCC(=O)n2nc(C)c3ccccc32)cc1

entry no.	9	10	11	12	13	14	15	16
CSN deneddyl inh	3	-4	-3	2	28	2	-2	0
Scp-1 inhibitor	3	/	-12	6	/	-3	0	-11
LMPTP block	4.2	2.9	2.9	-1.1	8.9	-0.5	0.8	-0.3
DNMT1 block	2	/	-13	4	-11	0	1	-5
Tb MetRS inh	0.8	-1.0	0.3	0.0	-0.1	-0.2	-0.6	-0.5
STEP inh	0	/	-2	3	18	-2	1	3
MLLE-PAM2 inh	-11	/	-5	12	31	1	25	5
Rpn11 inh	i	/	i	i	i	i	i	i
SUMO1-SIM PPI	-7	1	2	3	-15	1	0	-3
NadD block	-3	-9	-1	1	6	-2	1	-12

Part of the list above, with bars between the fields:
item | SMILES | CSN deneddyl inh | Scp-1 inhibitor | LMPTP block | DNMT1 block | Tb MetRS inh | STEP inh | MLLE-PAM2 inh | Rpn11 inh | SUMO1-SIM PPI | NadD block
16 | CCOc1ccc(CNC(=O)CCC(=O)n2nc(C)c3ccccc32)cc1 | 0 | -11 | -0.3 | -5 | -0.5 | 3 | 5 | i | -3 | -12
14 | CC(C)(C)C(=O)Nc1ccccc1C(=O)NCc1ccco1 | 2 | -3 | -0.5 | 0 | -0.2 | -2 | 1 | i | 1 | -2
13 | CC(C)N=C1CCCC1C(=S)SSC(=S)C1CCCC1=NC(C)C (stereo not drawn) | 28 | / | 8.9 | -11 | -0.1 | 18 | 31 | i | -15 | 6
9 | Cc1nonc1NC(=O)CSc1nc(CCC2CCCC2)nc2ccccc12 | 3 | 3 | 4.2 | 2 | 0.8 | 0 | -11 | i | -7 | -3

Other results:
17	Cc1cccc(N2NC(=O)/C(=C/c3ccc(-c4ccc(Cl)c(C(=O)O)c4)o3)C2=O)c1
18	Nc1nc(-c2ccc(S(=O)(=O)N3CCCCC3)cc2)cs1
19	Cc1c(-c2ccccc2)c(=O)oc2ccc(O)cc12
20	CC(C)(C)OC(=O)C[C@H]1C/C=C\C[C@H](CC(=O)N(CCO)Cc2ccccc2)C(=O)N[C@H](C(C)(C)C)COC1=O
21	CC1(C)C2CCC(C2)C1(C)NC(=O)CN1CCN(Cc2ccccc2)CC1 (stereo not drawn)
22	O=C(CN1C(=O)C2CC=CCC2C1=O)Nc1cc(C(F)(F)F)ccc1N1CCCC1 (stereo not drawn)
23	CCN(CC)C(=O)CS(=O)(=O)CC(=O)Nc1cc(OCCOC)c(Cl)cc1Cl
24	CCc1ccccc1N(CC(=O)N/N=C/c1ccc(OC(=O)OC)c(OC)c1)S(C)(=O)=O

entry no.	17	18	19	20	21	22	23	24
CSN deneddyl inh	24	1	1	0	3	-2	-8	-1
Scp-1 inhibitor	71*	-5	5	-5	-8	-7	3	-4
LMPTP block	26	-0.9	0.0	3.2	-1.3	1.1	0.5	0.9
DNMT1 block	84*	-4	-1	1	-2	-9	-4	-1
Tb MetRS inh	0.5	-0.3	-0.7	-0.2	-0.9	-0.1	0.5	-0.8
STEP inh	21	-1	1	7	2	4	-2	-2
MLLE-PAM2 inh	-2	36	-19	-3	-4	5	-4	10
Rpn11 inh	i	i	i	i	i	i	i	i
SUMO1-SIM PPI	30	-14	-1	4	1	0	4	3
NadD block	7	-3	-5	-2	-3	0	-3	-1

25	Cc1ccc(N2C(=O)N(CC(=O)Nc3ccc([N+](=O)[O-])cc3)C(=O)C2C)cc1 (stereo not drawn)
26	O=C(c1ccccn1)N1CCN(S(=O)(=O)c2ccccc2)CC1
27	COc1cc(C(C)=O)ccc1Oc1ncnc2c1cnn2-c1ccc(F)cc1
28	CC(=O)Nc1cccc(-c2nc3ccccc3s2)c1C
29	O=S(=O)(NCC1CCN(Cc2ccccc2)CC1)c1ccccc1C(F)(F)F
30	O=C(NNc1nc(-c2ccccc2)c2cc(Br)ccc2n1)c1ccc(S(=O)(=O)N2CCCCC2)cc1
31	CC(CN1CCCCC1)OC(=O)c1cc2ccccc2o1 (stereo not drawn)
32	CC(=O)N1CCN(c2ccc(NC(=O)c3ccccc3Br)cc2Cl)CC1

entry no.	25	26	27	28	29	30	31	32
CSN deneddyl inh	-1	-9	3	3	-1	3	-3	2
Scp-1 inhibitor	-8	-4	-1	4	-5	18	-5	-9
LMPTP block	0.8	-1.5	0.8	0.6	0.8	1.9	0.4	-1.0
DNMT1 block	3	-5	4	-1	0	-6	2	-3
Tb MetRS inh	0.2	-0.3	-0.7	0.0	0.4	-0.2	-1.2	-0.1
STEP inh	-1	-3	1	-1	0	0	-4	1
MLLE-PAM2 inh	10	-2	-4	-1	-9	6	-1	-2
Rpn11 inh	i	i	i	i	i	i	i	i
SUMO1-SIM PPI	-30	4	-4	3	3	6	3	-3
NadD block	-5	-1	-7	0	-5	37*	3	6

33	Cc1ccc(CNC(=O)C2CCN(S(=O)(=O)c3ccc4c(c3)CC(C)N4C(=O)C3CCC3)CC2)o1 (stereo not drawn)
34	CC(C)(C)NC(=O)Cc1ccc(S(=O)(=O)N2CCCC2)s1
35	CC1(c2ccccc2)NC(=O)N(CC(=O)Nc2ccc3c(c2)OCO3)C1=O (stereo not drawn)
36	CC(C)C[C@@H](CN1CCC[C@H]1CN1C(=O)C(=O)NC[C@@H]1Cc1ccc(O)cc1)N1C[C@H](Cc2ccc(O)cc2)N(CCc2ccccc2)C(=O)C1=O
37	Cc1ccc(-n2ncc3c(NCc4ccccn4)ncnc32)c(C)c1
38	C1=C(CCNc2ncnc3c2[nH]c2ccccc23)CCCC1
39	COc1ccc(C(=O)COC(=O)c2sc(C)nc2C)cc1F
40	CN1C(=O)C(C)(C)c2cc(S(=O)(=O)NCCc3ccc(Cl)cc3)ccc21
41	COc1ccccc1/C=C/C=N/NC(=O)c1ccc(=O)n(C)c1
42	CCOc1cc2nc(-c3ccc(OC)c(OC)c3)nc(NCCCN3CCOCC3)c2cc1OC

entry no.	33	34	35	36	37	38	39	40	41	42
CSN deneddyl inh	-3	3	3	-4	-1	9	-1	5	-5	-2
Scp-1 inhibitor	-11	9	-3	/	3	-2	-3	0	0	-4
LMPTP block	0.8	-2.3	-1.0	1.0	0.5	-1.7	-1.1	-0.8	-0.7	8.4
DNMT1 block	1	72*	2	/	2	2	-7	-1	5	-1
Tb MetRS inh	-0.1	-1.0	-0.3	-0.8	-0.3	79*	0.0	0.7	-1.1	-0.2
STEP inh	-4	8	0	/	-1	5	0	-1	1	6
MLLE-PAM2 inh	-12	-9	-2	/	-5	-14	-8	-10	-7	-8
Rpn11 inh	i	i	i	/	i	i	i	i	i	i
SUMO1-SIM PPI	1	-1	2	-3	0	2	-2	0	-15	18
NadD block	3	1	0	20	-1	0	0	-2	-56	-4
